Epigenetic reg = regulators of epigenetic silencing causing reporter derepression in mouse cells; murine LDR cells, GFP reporter derepression, 30 h; Potency, µM (series often up to 53.9 µM), inactives show at the top dose GFP activation, hits mostly activators; 280,000 compounds, 0.2% hits; AID 1865; active means well fitted activation curve with a large enough effect; inconclusive means small, poorly fitted or top-dose-only effect; further: % of control where 0% means no effect; nearly all actives have a fitted effect of over 60% in size
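Murine LDR cells bearing a silenced CMV-driven GFP reporter were exposed to compound for 30 h at 37 C. After PBS washes, GFP-positive cells (20-120 um objects) counted by laser-scanning microplate cytometry.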
* hit, by the source's call; u = inconclusive. Potency means the concentration at half of the fitted maximal effect.

SMILES	Epigenetic reg
O=C(Nc1ccc2nn(-c3ccccc3)nc2c1)c1ccc(-c2cccc(Cl)c2)o1	1.6%
C=CCc1ccccc1OCCSc1nc(-c2ccccc2F)nc2cc(=O)[nH]n12	-0.8%
Cc1ccc(NC(=O)c2c(C)nc3sc(C(=O)Nc4ccc(F)cc4)c(N)c3c2-c2ccc(Cl)cc2)c(C)c1	-1.9%
O=C(CN1C(=O)COc2ccc(S(=O)(=O)N3CCCC3)cc21)N1CCN(c2ccccc2F)CC1	1.8%
Cc1cc(-c2ccc(C)c(S(=O)(=O)N(Cc3cccs3)C(C)C)c2)on1	-2.0%
COc1ccc2c(c1)c1c(c(=O)n(-c3ccccc3C)c(=O)n1CC(N)=O)n2C	-1.9%
CCc1cccc(C)c1NC(=O)CC1Oc2ccc(C)cc2NC1=O (stereo not given)	0.0%
COc1cc(OC)c(N(C)C(=O)CSc2c3c(nc4ccc(Cl)cc24)CCCC3)cc1Cl	-2.3%
Cc1ccc(NC(=O)CSc2nncn3c2cc2sccc23)cc1F	1.9%
COc1ccccc1CNC(=O)c1ccc(CSc2nc3ccncc3n2Cc2ccccc2C)cc1	0.0%
Cc1cccc(OC(=O)CSc2nnc(-c3ccc4c(c3)OCO4)o2)c1C	4.1%
Cc1cc(C)cc(NC(=O)Cn2c(=O)n(Cc3ccco3)c(=O)c3oc4ccccc4c32)c1	1.3%
CCCCn1c(=O)c2oc3ccccc3c2n(CC(=O)Nc2cccc(Cl)c2)c1=O	4.3%
COc1ccc2c(c1)cc1c(=O)n(CC(=O)NC(C)C)nc(C)n12	1.1%
CCOC(=O)c1cc(-c2ccc(OC)c(S(=O)(=O)NC3CCCCC3)c2)on1	-3.1%
Cn1nnnc1SCCNCc1ccc(OCc2ccc(Cl)cc2)cc1	-1.1%
COc1ccccc1CNc1cc(-c2ccccc2)nc2nncn12	-4.0%
COc1ccc(N2Cc3cccc(C(=O)Nc4ccc(Cl)cc4)c3C2=O)cc1	0.0%
CCOC(=O)c1[nH]c2ccccc2c1NC(=O)c1ccc(OC)c(OC)c1	-5.5%
COc1ccccc1NC(=O)C1=C(C)Nc2nc3ccccc3n2C1c1ccccc1Cl (stereo not given)	-0.9%
Cc1ccc2oc(C(=O)Nc3c(C(=O)Nc4ccccc4)oc4ccccc34)cc(=O)c2c1	3.7%
COc1ccc(-c2cc(OC(=O)c3ccc(Cl)cc3)c3c(C)oc(C)c3c(=O)c2)cc1	-1.0%
CC(C)Oc1ccc(CNS(=O)(=O)c2ccc3c(c2)C(C)(C)C(=O)N3C)cc1	-1.5%
COc1ccc(NC(=O)c2nc(SCc3ccccc3F)ncc2Cl)cc1	-4.1%
O=C(NCc1ccco1)c1ccc2c(c1)N(Cc1ccccc1F)C(=O)c1ccccc1S2=O (stereo not given)	-1.1%
CC(=O)c1ccc(Nc2ccc3cc(S(=O)(=O)N4CCCC4)ccc3n2)cc1	1.2%
O=C(C1CCCN(S(=O)(=O)c2cccs2)C1)N1CCN(c2cccc(Cl)c2)CC1 (stereo not given)	-0.9%
CCN(CCCNC(=O)c1cc(Nc2ccc(OC)cc2)nc2ccccc12)c1cccc(C)c1	0.5%
COc1ccc(-c2nc(Cn3c(SCc4ccccc4F)nc4ccncc43)c(C)o2)cc1OC	-1.7%
Oc1ccc(Nc2nc3ccccc3n3cnnc23)cc1	0.0%
CCOC(=O)c1c(NC(=O)CCCOc2ccc(C(C)(C)C)cc2)sc2c1CCC2	-1.6%
O=C(CSc1nnc(-c2ccccc2)o1)N1CCCc2ccccc21	1.5%
CCN1CCOC(=O)C1CC(=O)Nc1ccccc1C(F)(F)F (stereo not given)	-1.1%
CCOc1ccc(-n2c(CCC(=O)O)ccc2-c2ccc(Br)cc2)cc1	0.4%
CCOc1ccc(N2C(=O)c3n[nH]c(-c4cccs4)c3C2c2cccc(F)c2)cc1 (stereo not given)	-1.1%
Cc1cc(C)c(NC(=O)CSc2nc3ccccc3nc2N2CCCCC2)c(C)c1	0.0%

In another format: results already given.
Molecule: COc1ccccc1CNc1cc(-c2ccccc2)nc2nncn12
  Epigenetic reg: -4.0%
Molecule: C=CCc1ccccc1OCCSc1nc(-c2ccccc2F)nc2cc(=O)[nH]n12
  Epigenetic reg: -0.8%
Molecule: CCN1CCOC(=O)C1CC(=O)Nc1ccccc1C(F)(F)F (stereo not given)
  Epigenetic reg: -1.1%

Carrying on.
SMILES	Epigenetic reg
CCn1cc2nc(SCc3cccc(Cl)c3)n(Cc3ccc(C)cc3)c(=O)c2n1	0.9%
Cc1cc(C)c(Cn2c(=O)n(CCCCCC(=O)NCc3ccc4c(c3)OCO4)c(=O)c3sccc32)c(C)c1	11%
O=C(Cn1c(=O)n(Cc2ccc3c(c2)OCO3)c(=O)c2ccccc21)Nc1cccc(Cl)c1	-1.8%
COc1ccc2c(c1)c1c(c(=O)n(-c3cccc(C)c3)c(=O)n1CC(=O)Nc1c(C)cc(C)cc1C)n2C	-2.4%
COc1ccc(NC(=O)Nc2c[nH]c(=O)[nH]c2=O)c(OC)c1	-2.9%
Cc1cc(-c2ccc(C)c(S(=O)(=O)NCCc3ccccc3)c2)on1	-3.1%
CC(=O)Nc1ccccc1-c1nc2ccccc2n(C(C)C(=O)c2ccc(C)c(C)c2)c1=O (stereo not given)	-1.6%
O=C(CSc1ncc(S(=O)(=O)c2ccc(Br)cc2)c(=O)[nH]1)NCc1ccccc1Cl	-1.8%
Cc1noc(/C=C/c2cccs2)c1S(=O)(=O)N1CCC(C(=O)NCc2ccccc2Cl)CC1	-0.7%
CCOc1ccc(NC(=O)C2CCCN(S(=O)(=O)c3cccc4nonc34)C2)cc1 (stereo not given)	u
Cc1cc(C)c2oc(C(=O)Nc3ccc(S(=O)(=O)N(C)c4ccccc4)cc3)cc(=O)c2c1	-1.9%
CN(C)c1ccc(NC(=O)CC(NCc2cccnc2)C(=O)O)cc1 (stereo not given)	0.1%
COc1ccc2c(C)c(CCC(=O)NCCc3ccccc3)c(=O)oc2c1	-1.9%
Nc1nonc1-c1nc2ccccc2n1CC(=O)Nc1ccc(F)cc1	-4.3%
CCSc1ncc(Cl)c(C(=O)Nc2nc3ccc(Cl)cc3s2)n1	0.0%
CC(=O)c1ccc(NC(=O)CC2Oc3ccc(C)cc3NC2=O)cc1 (stereo not given)	0.0%
Cc1ccc(-n2nc3c(=O)n(CC(=O)NC(C)C)nc(C)c3c2C)cc1	-2.6%
Cc1cccc(NC(=O)CCS(=O)(=O)c2cc(Br)cc3c2N(C(=O)C2CC2)CC3)c1	u
COc1cc(C(=O)N2CC(=O)Nc3ccc(C)cc3C2c2ccc(F)cc2)cc(OC)c1OC (stereo not given)	-1.6%
COC(=O)c1c(NC(=O)/C(C#N)=C/c2ccc(OC)cc2)sc2c1CCC2	-1.6%
Cc1cc(C)c(NC(=O)c2c(C)nn(-c3ccc(F)cc3)c2-n2cccc2)c(C)c1	-1.6%
Cc1cc(C)c2oc(-c3cc(NC(=O)Cc4ccccc4)ccc3Cl)nc2c1	-1.6%
Cc1cccc(C)c1OCc1nc2c3cnn(-c4ccccc4Br)c3ncn2n1	2.7%
COc1cc2c(cc1OC)C(COc1ccc3c(C)cc(=O)oc3c1)N(C(=O)c1ccc(C)c(C)c1)CC2 (stereo not given)	0.3%
Cc1cccc(N2CC(c3nc4ccc(C)cc4[nH]3)CC2=O)c1 (stereo not given)	-2.5%
Cc1ccccc1C(=O)Nc1c(C(=O)Nc2cccc(F)c2)oc2ccccc12	-0.2%
CCOC(=O)c1ccccc1NC(=O)Cn1ncc2c1-c1ccccc1OC2	0.0%
CCOC(=O)c1ccc(NS(=O)(=O)c2ccc3c(c2)CCN3C(=O)CC)cc1	0.4%
CCOC(=O)c1cc2c(=O)n3ccccc3nc2n(CC2CCCO2)c1=NC(=O)c1ccc(F)cc1 (stereo not given)	2.7%
CCCCCCOc1ccc(-c2nc3ccc(Br)cc3c(=O)o2)cc1	0.0%
CC(C)CCNC(=O)c1cn(C)c2ccc(S(=O)(=O)N3CCCC3)cc2c1=O	-1.8%
Cc1ccc2c(c1)C(c1ccccc1)N(C(=O)c1ccc(S(=O)(=O)N3CCCCC3)cc1)CC(=O)N2 (stereo not given)	1.6%
Cc1ccccc1S(=O)Cc1ccc(C(=O)NC2CCCCCC2)o1 (stereo not given)	-0.8%
CCOC(=O)c1c(NC(=O)C(C)Sc2cn(CCNC(=O)c3ccc(OC)c(OC)c3)c3ccccc23)sc2c1CCC2 (stereo not given)	6.5%
Cc1ccccc1OCC(=O)Nc1c(C(=O)Nc2ccccc2F)oc2ccccc12	-4.9%
COc1cccc(Nc2nc3ccccc3c3nncn23)c1	1.0%
O=c1c2oc3ccccc3c2n(Cc2ccccc2)c(=O)n1Cc1ccc2c(c1)OCO2	-0.5%
Cc1ccc(C)c(OCCn2c(-c3ccc(Cl)cc3)nc3ccccc3c2=O)c1C	1.6%
COc1ccc(OC)c(C2CC(=O)N(c3cccc(C)c3)C3=C2C(=O)OC3)c1 (stereo not given)	0.0%
CCOC(=O)c1ccc(N2C(=O)c3n[nH]c(C)c3C2c2ccc(O)c(OC)c2)cc1 (stereo not given)	0.4%
CCOc1ccc(C(=O)c2cn(CC(=O)Nc3ccc4c(c3)OCO4)c3ccc(OC)cc3c2=O)cc1	-2.3%
COC(=O)c1ccccc1NC(=O)Cn1c(=O)n(CCCC(=O)NCCc2ccc(OC)c(OC)c2)c(=O)c2ccccc21	0.9%
O=C(CCn1c(=O)c2cccn2c2cccnc21)Nc1ccccc1C(F)(F)F	5.6%
CCc1c(CN2CCN(c3ccc(F)cc3)CC2)csc1C	0.8%
CCOC(=O)c1c(NC(=O)CSc2cn(CCNC(=O)c3cccc(C(F)(F)F)c3)c3ccccc23)sc2c1CCC2	-0.2%
COc1ccc(Cl)cc1NC(=O)NCC1CCN(Cc2ccccc2F)CC1	3.8%
CCCCNc1nc(Oc2ccc(OCC(N)=O)nn2)nc(N2CCOCC2)n1	-0.5%
COCCn1c(SCC(=O)c2ccc(OC)cc2)nc2cc(C(=O)NC3CCCC3)ccc2c1=O	-1.5%

Shown as labelled records: part of the list above
smiles: Cc1cc(C)c2oc(-c3cc(NC(=O)Cc4ccccc4)ccc3Cl)nc2c1
- Epigenetic reg: -1.6%

smiles: Cc1cc(C)cc(NC(=O)Cn2c(=O)n(Cc3ccco3)c(=O)c3oc4ccccc4c32)c1
- Epigenetic reg: 1.3%

smiles: COc1ccccc1NC(=O)C1=C(C)Nc2nc3ccccc3n2C1c1ccccc1Cl (stereo not given)
- Epigenetic reg: -0.9%

The list continues:
SMILES	Epigenetic reg
O=C(O)Cn1nc(N2CCN(c3ccccc3)CC2)ccc1=O	1.7%
CCc1ccc(NC(=O)CC(c2ccc(C)cc2)N2Cc3ccccc3C2=O)cc1 (stereo not given)	5.7%
CC(C)(C)c1ccc(NC(=O)CSc2nnc3scc(-c4ccccc4)n23)cc1	-2.1%
CC(C)C(=O)Nc1nc2c(s1)CC(C(C)(C)C)CC2 (stereo not given)	-5.5%
CCOC(=O)N1CCc2c(sc3c2c(=O)n(Cc2ccccc2)c(=O)n3CC(=O)Nc2ccc(C)cc2C)C1	2.9%
Cc1ccc(Nc2c(-c3ccc(C)cc3)nc3c(C)cccn23)cc1	1.7%
CCN(CCCNC(=O)c1nn(-c2ccc(OC)cc2)c(=O)c2c1c1ccccc1n2C)c1ccccc1	-0.8%
CCOc1ccc(NC(=O)CSc2nc(-c3ccc(F)cc3)cc(C(F)(F)F)c2C#N)cc1	-1.0%
Cc1ccc(-n2nc(CO)c(C(=O)NCCCCc3ccccc3)n2)cc1C	2.7%
CCC1CCc2nc3sc(C(=O)Nc4ccc(F)c(Cl)c4)c(N)c3cc2C1 (stereo not given)	-1.6%
COc1ccc(NC(=O)c2sc3nc4c(cc3c2N)CCCCCC4)c(OC)c1	1.8%
Cc1ccc(N(CC(=O)Nc2ccc(C)c(F)c2)S(=O)(=O)c2c(C)n[nH]c2C)cc1	-1.7%

Some of the entries above, set out differently:
compound: Cc1ccc(-n2nc(CO)c(C(=O)NCCCCc3ccccc3)n2)cc1C
  Epigenetic reg = 2.7%

compound: CCC1CCc2nc3sc(C(=O)Nc4ccc(F)c(Cl)c4)c(N)c3cc2C1 (stereo not given)
  Epigenetic reg = -1.6%

compound: COc1ccc(NC(=O)c2sc3nc4c(cc3c2N)CCCCCC4)c(OC)c1
  Epigenetic reg = 1.8%

compound: Cc1ccc(N(CC(=O)Nc2ccc(C)c(F)c2)S(=O)(=O)c2c(C)n[nH]c2C)cc1
  Epigenetic reg = -1.7%

(more compounds)
SMILES	Epigenetic reg
CCOC(=O)c1ccc2ncc3c(-c4ccccc4)nn(-c4ccc(F)c(Cl)c4)c3c2c1	-1.7%
CCOc1ccccc1CNC(=O)c1cccn1-c1nnc(N2CCCCC2)s1	1.2%
CCOc1ccc(C(=O)c2oc3ccccc3c2NC(=O)c2cc(=O)c3ccc(C)cc3o2)cc1	1.9%
Cc1ccccc1OCc1nc2c3cnn(-c4ccccc4F)c3ncn2n1	-1.0%
Cc1ccc(O)c(NC(=O)c2nc3nc(C)cc(C(F)F)n3n2)c1	0.0%
CCc1ccc(C(=O)c2cn(CC(=O)Nc3ccc(OC)c(OC)c3)c3ccc(C)cc3c2=O)cc1	u
Cc1cccc(NC(=O)C2CCCN(S(=O)(=O)c3ccc(Br)s3)C2)c1 (stereo not given)	2.1%
O=C(Nc1ncc(Cc2ccc(F)cc2)s1)c1ccc2c(c1)CC(c1ccccc1)OC2=O (stereo not given)	7.4%
CC(C)Oc1ccccc1C1C=C(C(=O)O)Nc2ncnn21 (stereo not given)	3.1%
CCc1ccccc1NC(=O)CSc1nnc(-c2cc(OC)c(OC)c(OC)c2)o1	-2.4%
Cc1ccc(OCC(=O)Nc2ccc(-c3nc4ccc(C)cc4o3)cc2)cc1	7.3%
Cc1ccc(Cn2c(C(=O)O)c(CNCc3ccc(OC(C)C)cc3)c3ccc(C)cc32)cc1	7.5%

Screening results from PubChem BioAssay.

Not all compounds are listed (hit frequency here may not be typical).
